# Bioassay records (PubChem)
# RNase H inhibition – RNase H inhibition, HIV 1 Gag Pol polyprotein, FRET biochemical assay, screening (AID 372); HIV-1 RT RNase H, FRET RNA/DNA substrate fluorescence; higher % means a stronger effect; one-dose inhibition, % at 10 µM; IC50 in µM for titrated hits; 100,000 tested, 0.77% active; in the data active = inhibition above about 50%
# Starred values were filed as active, the others as inactive. This is a subset; rates above refer to the full screens.
Compound,RNase H inhibition
Brc1ccc2ncnc(NCCc3ccccc3)c2c1,5%
O=C(Nc1ccc(Cl)c(Cl)c1)C(=O)NC1CCCCC1,7%
O=C(O)CN1C(=O)/C(=C\c2cc(Br)cc(Cl)c2O)SC1=S,20%
Cc1ccc2c(c1)s/c(=N\C(=O)Nc1ccccc1)n2Cc1ccccc1,15%
CCN(CC)c1ccc(/C=N/NC(=O)c2[nH]nc(-c3ccccc3)c2C)cc1,35%
O=C(NCCCc1ccccc1)c1ccncc1,5%
CC(=O)C1=C(C)NC(SCC(=O)c2ccc(Br)cc2)=C(C#N)C1c1sccc1C (stereo not given),22%
COc1ccc(C2Nc3ccccc3C(=O)N2Cc2ccco2)cc1Cn1nc(C)c([N+](=O)[O-])c1C (stereo not given),3%
COc1cccc(/C=C2/SC(=S)N(C(C)C(=O)O)C2=O)c1 (stereo not given),12%
CCCCCOC(=O)C1=C(C)NC(=O)NC1c1ccccc1OCCC (stereo not given),43%
Cc1ccc(N=Cc2ccc(Cl)c([N+](=O)[O-])c2)cc1,12%
COc1ccc(-c2cc(C(=O)Nc3cc([N+](=O)[O-])ccc3Cl)c3ccccc3n2)cc1OC,18%
O=C(O)C1C2C=CC(C2)C1C(=O)NCCC1=CCCCC1 (stereo not given),19%
Cc1nc([N+](=O)[O-])c(Sc2nc3ccccc3n2C)n1Cc1ccccc1,0%
O=C(/C=C/c1ccco1)Nc1ncc(Cc2cccc(Cl)c2)s1,12%
[O-][n+]1onc2c1CCc1c-2nn(-c2ccccc2)[n+]1[O-],5%
N#CC1=C(N)Oc2cc(N)ccc2C1c1cccc(Br)c1 (stereo not given),11%
COc1ccc(Nc2nc(NCc3ccco3)nc(N/N=C/c3ccc(O)cc3)n2)cc1,25%
CCOC(=O)C1=C(C)N=c2s/c(=C/c3cc(OC)c(OC)c(OC)c3)c(=O)n2C1c1cccs1 (stereo not given),17%
Cc1ccc(C(=O)N/C(=C/c2ccccc2)C(=O)Nc2ccc(S(=O)(=O)N=C(N)N)cc2)cc1,15%
COCCOC(=O)C1=C(C)NC2=C(C(=O)CCC2)C1c1ccc(N(C)C)cc1 (stereo not given),4%
Cc1ccc(C)c(NC(=O)C(=O)N/N=C/c2ccc(Br)cc2)c1,14%
O=C(COc1ccc(Cl)cc1Cl)Nc1ccc(Br)cc1F,17%
O=C(Nc1ccc(Cl)cc1)c1ccc(N2C(=O)c3ccccc3C2=O)cc1,20%
O=C(Nc1cc(Cl)cc(Cl)c1)c1ccc([N+](=O)[O-])cc1,1%
N#C/C(=N\Nc1ccccc1F)c1nc(-c2ccccc2)cs1,8%
O=C1OC(c2ccccc2)=N/C1=C\c1c(Cl)cccc1Cl,11%
Cc1ccc(C(=O)Oc2cccc(C3C4=C(Nc5c3c(=O)n(C)c(=O)n5C)c3ccccc3C4=O)c2)cc1 (stereo not given),13%
O=C(N=C1SCC(=O)N1c1ccccc1Cl)c1ccco1,18%
O=C(NCCCN1CCOCC1)c1nn2c(C(F)(F)F)cc(-c3cccs3)nc2c1Br,6%
O=C(c1cc(-c2cccc(Br)c2)nc2ccccc12)N1CCCCCC1,15%
Cc1ccnc(NC(=O)c2cc(Br)ccc2I)c1,4%
Cc1cccnc1NC(=S)NC(=O)c1ccccc1I,11%
CCOc1ccccc1NC(=O)CN(c1cc(OC)ccc1OC)S(C)(=O)=O,0%
CCN1C(=O)/C(=C\c2ccc(Cl)c([N+](=O)[O-])c2)SC1=S,0%
Cc1ccc(N2C(=O)C(Cl)=C(NCc3ccccc3)C2=O)c(C)c1,14%
O=C(COC(=O)c1ccccc1C(F)(F)F)c1ccc(Cl)cc1,4%
O=C(COc1ccc(Cl)cc1Cl)Nc1ccc2oc(-c3ccncc3)nc2c1,24%
CCc1ccc(NC2=C(Cl)C(=O)N(c3ccc(Br)cc3)C2=O)cc1,0%
COc1cc(/C=N/NC(=O)/C(=C\c2ccc([N+](=O)[O-])cc2)NC(=O)c2ccccc2)cc(OC)c1O,29%

# Filtered by structure: the compounds so far with a COOH group (3)
Compound,RNase H inhibition
O=C(O)CN1C(=O)/C(=C\c2cc(Br)cc(Cl)c2O)SC1=S,20%
COc1cccc(/C=C2/SC(=S)N(C(C)C(=O)O)C2=O)c1 (stereo not given),12%
O=C(O)C1C2C=CC(C2)C1C(=O)NCCC1=CCCCC1 (stereo not given),19%

# (continued)
Compound,RNase H inhibition
O=C(N/N=C/C=C/c1ccco1)c1ccccc1[N+](=O)[O-],15%
COC(=O)CSc1nc(N)c2c3c(sc2n1)CCC3,12%
COc1ccc(/C=C2\SC(=O)N(CCCc3nc4ccccc4o3)C2=O)cc1,4%
Cc1cccc(OCC(=O)Nc2cccc3c2CCCC3)c1,17%
Cc1ccc(N2C(=O)c3ccc(C(=O)Nc4cccc(C)c4C)cc3C2=O)c(C)c1,34%
COc1ccc(C(=O)NC(=S)Nc2ccc3oc(-c4cccc(F)c4)nc3c2)cc1Br,56%*
COc1ccc(S(=O)(=O)N(CC(=O)N2CCOCC2)c2ccc(C)cc2)cc1OC,0%
CCOC(=O)C1=C(C)N=c2s/c(=C\c3ccccc3OCc3ccc(Cl)cc3Cl)c(=O)n2C1c1ccc(OC)cc1 (stereo not given),10%
CC(C)c1ccc(NC(=O)c2cnn(-c3ccccc3)c2NC(=O)c2ccco2)cc1,2%
CN1C(=O)C(=Cc2ccc(-c3ccc([N+](=O)[O-])cc3Br)o2)C(=O)N(C)C1=S,10%
COc1ccc(NC(=O)c2cccc([N+](=O)[O-])c2C)cc1OC,8%
Clc1ccc2nc3c4ccccc4c4ccccc4c3nc2c1,17%
COC(=O)c1c(NC(=O)c2ccccc2Cl)sc(C)c1C,4%
S=C(Nc1cccc(Cl)c1)N1CCOCC1,0%
COc1ccc(C(=O)NC(=S)Nc2cccc(C)c2)cc1[N+](=O)[O-],7%
C=CCN1C(=O)/C(=c2\sc3n(c2=O)C(c2ccc(OC)c(OC)c2)C(C(=O)OC)=C(C)N=3)c2ccccc21 (stereo not given),0%
NC(=O)COc1ccc(/C=c2/sc3n(c2=O)CCCN=3)cc1,0%
COc1ccc(/C=C/C(=O)Nc2cccc(Cl)c2)cc1,6%
CC1=CC(C)(C)N(C(=O)Nc2ccccc2)c2c(C)cc(C)cc21,7%
CCOc1cc(/C=C2/SC(=S)N(C)C2=O)ccc1OCc1cccc2ccccc12,10%

# Copied from the list:
# Under RNase H inhibition, Cc1ccc(N2C(=O)c3ccc(C(=O)Nc4cccc(C)c4C)cc3C2=O)c(C)c1 reads 34%
# Under RNase H inhibition, COc1ccc(C(=O)NC(=S)Nc2cccc(C)c2)cc1[N+](=O)[O-] reads 7%

# Continuation.
Compound,RNase H inhibition
Cc1ccc(-c2nc3cc(Cl)ccc3o2)cc1NC(=O)c1ccc(-c2ccc([N+](=O)[O-])cc2)o1,17%
Cc1c(NC(=O)/C=C/c2ccc(Br)cc2)c(=O)n(-c2ccccc2)n1C,2%
CCc1cccc(C)c1NC(=O)c1c(-c2ccccc2)noc1C,7%
COc1ccc2nc(NS(=O)(=O)c3ccc(Cl)cc3)c(Nc3ccc4[nH]c(=O)[nH]c4c3)nc2c1,9%
CCOC(=O)C1=C(O)/C(=C/N(C)C)SC1=Nc1ccc([N+](=O)[O-])cc1,8%
COC1C(C)=CC(=O)N1Cc1ccccc1 (stereo not given),0%
CC1=C(C(=O)OCC2CCCO2)C(c2c(F)cccc2Cl)C2=C(CC(C)(C)CC2=O)N1 (stereo not given),0%
COc1ccc(Cl)cc1Nc1nc(-c2c(C)nc3ccccn23)cs1,4%
CCOC(=O)c1c(C)sc(Sc2ccc(Cl)cc2[N+](=O)[O-])c1OC,21%
COC(=O)c1ccc(C(=O)OC)c(NC(=O)Cc2ccccc2[N+](=O)[O-])c1,11%
CC(=O)Oc1ccc(Br)cc1/C=C1\SC(=S)NC1=O,14%
COC(=O)CNC(c1ccccc1)c1cc(C)ccc1NC(=O)c1ccccc1 (stereo not given),4%
C/C=C(\C)CN1CCN(c2ccccn2)CC1,4%
CCCCCC(=O)N/N=C/c1ccc(C)cc1,0%
COc1ccc(/C=C2/SC(=O)N(c3ccccc3)C2=O)c(OC)c1,14%
N#Cc1c(N)sc2c1CCN(Cc1ccccc1)C2,5%
COc1ccc(/C=C(/c2ccccc2)c2nc3ccccc3[nH]2)cc1,2%
COc1ccccc1NC(=O)C1CC2c3ccccc3C1c1ccccc12 (stereo not given),0%
C=CCc1cccc(/C=N/NC(=O)c2cc(C)[nH]n2)c1O,12%
CCOC(=O)C(=O)N1CCN(c2ccc(F)cc2)CC1,8%

# A draw from above in order of formula weight, rising:
Compound,RNase H inhibition
C/C=C(\C)CN1CCN(c2ccccn2)CC1,4%
CCOC(=O)C(=O)N1CCN(c2ccc(F)cc2)CC1,8%
COC(=O)CNC(c1ccccc1)c1cc(C)ccc1NC(=O)c1ccccc1 (stereo not given),4%

# The list continues.
Compound,RNase H inhibition
COc1ccc(CCNC(=O)C/C(C)=N/NC(=O)c2cnccn2)cc1OC,0%
CCCOc1ccc(N2C(=O)CC(NCc3ccccc3)C2=O)cc1 (stereo not given),3%
Cc1ccc(SCc2cc(=O)n(-c3nc4ccccc4s3)[nH]2)cc1,0%
COc1ccccc1C(=O)Nc1nc(C)c(C(C)=O)s1,4%
COc1ccc(Nc2ncnc3ccc(Br)cc23)cc1,1%
O=C(Nc1ccc(O)cc1)c1ccc(N2C(=O)c3cccc([N+](=O)[O-])c3C2=O)cc1,3%
COc1ccc(C)cc1C(=O)CCC(=O)O,8%
Cc1cc(C)c(OCCCCN2CCCCC2)c(Cl)c1,0%
COCCN1C(=O)/C(=C\c2ccc(-c3ccccc3Cl)o2)SC1=S,13%
O=C(c1ccc([N+](=O)[O-])cc1)N1CCSC1c1ccc(Cl)cc1 (stereo not given),3%
OC(CN1CCCCC1)Cn1c2ccc(I)cc2c2cc(I)ccc21 (stereo not given),17%
COc1ccc2c(C)cc(N3CCN(c4ccc([N+](=O)[O-])cc4)CC3)nc2c1,10%
O=C1/C(=C\c2ccc(-c3ccccc3Cl)o2)SC(=S)N1Cc1ccccc1,10%
Clc1ccccc1CSc1nc2ncccc2[nH]1,0%
CCOC(=O)C1=C(C)NC2=C(C(=O)CC(C)(C)C2)C1c1coc2ccccc2c1=O (stereo not given),4%
O=C(O)c1ccc(-c2ccc(C=C3C(=O)c4ccccc4C3=O)o2)cc1Cl,14%
CCC(Sc1nnc2c3ccccc3n(C)c2n1)C(=O)Nc1cccc2ccccc12 (stereo not given),18%
COc1ccc(C(=O)NC(=S)Nc2ccc3oc(-c4ccccc4C)nc3c2)cc1Br,10%
Cc1ccc(NC(=O)Nc2ccc(Cl)cc2)cc1F,11%
O=c1c(C=NCc2ccco2)c(CSc2ccc(Cl)cc2)[nH]n1-c1nc2ccccc2s1,16%
O=c1oc2c(-c3cc(Cl)ccc3Cl)cc(O)cc2s1,36%
CCOC(=O)c1c(NC(=O)c2ccccc2Br)sc2c1CCC(C)C2 (stereo not given),8%
COC(=O)c1ccccc1OCCCOc1ccc(C)cc1OC,21%
COc1ccc(NC(=O)Nc2nnc(C34CC5CC(CC(C5)C3)C4)s2)cc1,13%
N#CCCn1c2ccccc2c2ccccc21,29%
O=C(Nc1ccc([N+](=O)[O-])cc1)c1cccc(Cl)c1Cl,4%
O=C(N/N=C/c1ccc(OC(=O)c2ccccc2Br)cc1)c1ccccn1,0%
Cc1cc(-c2ccc(C)o2)c(C#N)c(SCC(=O)c2ccccc2)n1,1%
COc1ccc(Nc2nc(Nc3ccc(OC)cc3)nc(N3CCNCC3)n2)cc1,17%
CCn1c(SCC(=O)N/N=C/c2cccn2C)nnc1-c1ccc(OC)cc1,2%
O=C(NC1Sc2ccccc2N=C1c1ccccc1)c1ccco1 (stereo not given),10%
COc1ccccc1NC(=O)C1=C(C)NC(=S)NC1c1ccccc1OC (stereo not given),8%
O=Cc1ccccc1OC(=O)c1cc2ccccc2oc1=O,0%
CCOC(=O)C(=CNc1ccc(OC)c(Cl)c1)C(=O)OCC,4%
O=[N+]([O-])c1ccc(N2CCOCC2)cc1NCCOc1ccc(Cl)cc1,11%
Cc1cc(C(=O)Nc2ccccn2)ccc1[N+](=O)[O-],10%
CC(=O)NC(N(C)Cc1ccccc1)C(Cl)(Cl)Cl (stereo not given),2%
COc1ccc(-c2nn(-c3ccccc3)cc2/C=N/NS(=O)(=O)c2ccccc2)cc1,15%
O=C(Oc1ccc(Br)cc1C(=S)N1CCOCC1)c1ccc([N+](=O)[O-])cc1,11%
CC1=C(C#N)C(c2ccc(O)cc2)C2=C(CC(c3ccc(Cl)cc3)CC2=O)N1 (stereo not given),10%

# Four of the compounds above, field by field:
> CCn1c(SCC(=O)N/N=C/c2cccn2C)nnc1-c1ccc(OC)cc1
- RNase H inhibition: 2%
> O=C(NC1Sc2ccccc2N=C1c1ccccc1)c1ccco1 (stereo not given)
- RNase H inhibition: 10%
> COc1ccccc1NC(=O)C1=C(C)NC(=S)NC1c1ccccc1OC (stereo not given)
- RNase H inhibition: 8%
> O=Cc1ccccc1OC(=O)c1cc2ccccc2oc1=O
- RNase H inhibition: 0%

# Further compounds:
Compound,RNase H inhibition
CCCCOC(=O)Nc1nnc(CCc2ccccc2)s1,6%
O=C(CN(c1cccc(Cl)c1)S(=O)(=O)c1ccccc1)N1CCN(Cc2ccccc2)CC1,14%
O=C(NNc1ccc([N+](=O)[O-])cc1[N+](=O)[O-])c1ccccc1O,0%
Cc1ccc(OCCOCCOc2cccc3cccnc23)cc1C,18%
COc1cc(/C=C2\SC(=Nc3ccc(F)cc3)NC2=O)cc(OC)c1OC,23%
CCC(CC)NS(=O)(=O)c1ccc([N+](=O)[O-])cc1,11%
